KB-V1 MDR tox – qHTS assay for MDR1-selective chemotherapeutics: Primary screen using the drug-selected MDR subline cells KB-V1 | KB-V1 MDR cells viability, CellTiter-Glo, 72 h | Potency, µM (top dose mostly 46.1 µM), for inactives: at the top dose activity change, negative = cytotoxicity, most hits filed as cytotoxic | 3.4% of 400,000 active | AID 1347076, 2019; note: potency is the fitted concentration of half-maximal effect; % is set by controls: 0 for no effect and ±100 for the full control effect; nearly all actives have a fitted effect of over 60% in size
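Potencies derive from concentration-effect curves fitted to normalized luminescence (CellTiter-Glo) of KB-V1 cells treated for 72 h at 37 degrees C in phenol-red-free DMEM containing 10% FBS.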
KB-3-1 cytotox – qHTS assay for MDR1-selective chemotherapeutics: Primary screen using the parental adenocarcinoma cell KB-3-1; 1.4% of 400,000 active; KB-3-1 viability, CellTiter-Glo ATP luminescence, 72 h; Potency, µM (highest dose often 46.1 µM), without a hit: at the highest dose activity change, negative = cytotoxic, usual class: cytotoxic; AID 1347075, 2019; note: potency is the fitted concentration of half-maximal effect; % is set by controls: 0 for no effect and ±100 for the full control effect; nearly all actives have a fitted effect of over 60% in size
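Cytotoxicity measured as CellTiter-Glo luminescence after 72 h at 37 C. Compound titrations were pinned onto drug-naive KB-3-1 parental adenocarcinoma cells grown in DMEM with 10% FBS, and normalized data fitted to concentration-response curves.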
ATXN viability – Viability Counterscreen for Primary qHTS for Inhibitors of ATXN expression; AID 651635, 2014; 0.49% of 400,000 active; S2 cells (HEK-293 line with an ATXN2-luciferase reporter) viability, CellTiter-Fluor protease fluorescence, 24 h; Potency, µM (top dose mostly 56.7 µM), hits mostly cytotoxic; note: potency is the fitted concentration of half-maximal effect; nearly all actives have a fitted effect of over 40% in size
ATXN2 expr inh – Primary qHTS for Inhibitors of ATXN expression; HEK-293 ATXN2-luciferase reporter, luminescence, 24 h; Potency, µM (highest dose often 57 µM), inactives show at the highest dose activity change, negative = inhibition, usual class: inhibitors; 0.72% of 360,000 active; AID 1745845, 2022; note: potency is the fitted concentration of half-maximal effect; % is set by controls: 0 for no effect and ±100 for the full control effect; nearly all actives have a fitted effect of over 55% in size
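ATXN2-luciferase reporter cells (luciferase flanked by upstream and downstream ATXN2 gene portions) were treated 24 h at 37 °C with compounds at up to 57 uM. SteadyGlo luminescence gave expression; GF-AFC fluorescence gave viability.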
MCF10A rerep – A quantitative high throughput screen for small molecules that induce DNA re-replication in MCF 10a normal breast cells. MCF 10A DNA re-replication, Hoechst nuclear intensity, 48 h. Potency, µM (top dose mostly 46.1 µM), for the others: at the highest dose activity, positive = re-replication, most hits filed as activators. 2.9% of 350,000 active; note: potency is the fitted concentration of half-maximal effect; % of control where 0% means no effect; nearly all actives have a fitted effect of over 50% in size
SW480 rereplic – A quantitative high throughput screen for small molecules that induce DNA re-replication in SW480 colon adenocarcinoma cells. SW480 DNA re-replication, Hoechst DNA content imaging, 48 h. Potency, µM (titrated, usually from 46.1 µM), for inactives: at the top dose re-replication activation, usual class: activators. 1.8% of 340,000 active. AID 624297, 2012; note: potency is the fitted concentration of half-maximal effect; % of control where 0% means no effect; nearly all actives have a fitted effect of over 55% in size
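Image-based read-out: total Hoechst fluorescence of nuclei (405 nm excitation, 500-530 nm emission), with hits raising the fraction of high-intensity nuclei. SW480 colon cells incubated 48 hr with compounds at 37 C.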
HT1080 IDH1KD tx – qHTS for induction of synthetic lethality in tumor cells producing 2HG: qHTS for the HT-1080-IDH1KD cell line; HT-1080 IDH1 knockdown viability, ATP luminescence, 48 h; Potency, µM (highest dose often 46.1 µM), inactives show top-dose activity, negative = toxicity, actives largely listed as cytotoxic; 2% of 360,000 active;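 note: potency is the fitted concentration of half-maximal effect; 0% = DMSO wells and -100% = cell-free medium wells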
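Viability of IDH1-knockdown HT-1080 fibrosarcoma cells was assessed by CellTiter-Glo after 48 h at 37 °C with titrated compound; concentration-effect curves were classified by fit quality and response size.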
IL-1B inflam inh – qHTS for Inhibitors of Inflammasome Signaling: IL-1-beta AlphaLISA Primary Screen; THP-1 LPS/ATP IL-1B secretion, AlphaLISA, 16 h; hits give low values; activity change, % at 57.5 µM; 4.7% of 360,000 active; AID 743279, 2014; in the data active = activity change below about -50%; inconclusive = mostly about -30% to -49%; note: % is set by controls: 0 for no effect and ±100 for the full control effect
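THP-1 cells pretreated 1 hr with compounds (up to 57.5 uM final), then stimulated with LPS (250 ng/mL final) plus ATP (1.25 mM final); secreted IL-1B measured by AlphaLISA after 16 hr, decreased signal indicating inhibition.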
HT1080NT lethal – qHTS for induction of synthetic lethality in tumor cells producing 2HG: qHTS for the HT-1080-NT fibrosarcoma cell line; 1.6% of 360,000 active; HT-1080-NT fibrosarcoma viability, CellTiter-Glo ATP luminescence, 48 h; Potency, µM (highest dose often 46.1 µM), without a hit: at the top dose activity, negative = less viability, usual class: cytotoxic;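 note: NT is the 2HG producing partner of a matched IDH1 knockdown line; potency is the fitted concentration of half-maximal effect; 0% = DMSO-treated cells and -100% = media-only wells without cells; nearly all actives have a fitted effect of over 55% in size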
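Viability by CellTiter-Glo luminescence after 48 h compound exposure at 37C of HT-1080-NT cells (750/well, RPMI, 5% FBS). % activity scaled between DMSO wells and medium-only wells, then curve-fitted and categorized by curve class.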
Starred values were filed as active, the others as inactive; i = inactive; ? = inconclusive; nt = not tested or not shown; [ ] = dose if it differs, or a comment. Unless noted, calls come from the whole dose curve; as a rule, active = well fitted curve in the direction sought with a large enough effect; inconclusive = small, poorly fitted or top-dose-only effect, or another doubt; inactive = no such curve, though single readings can be large; an effect the other way counts as inactive or inconclusive. Compounds as they come; overall some 11% were active at least once.

cpd | SMILES | ATXN2 expr inh | MCF10A rerep | HT1080NT lethal | KB-V1 MDR tox | HT1080 IDH1KD tx
1 | O=C(NNC(=O)C1CCN(Cc2ccc(Cl)c(Cl)c2)CC1)c1cccs1 | -22% | 3% | -18% | ? | -15%
2 | CCCc1cc(=O)n2[nH]c(C)c(-c3ccccc3)c2n1 | -32% | ? | -19% | ? | -23%
3 | Cc1ccc(C(O)C(=O)c2ccco2)cc1 (stereo not given) | 2% | 3% | 0% | 18% | 0%
4 | NC(N)=N/N=C/c1ccccc1 | -24% | 0% | 10% | -5% | 0%
5 | O=C(c1ccccc1Oc1nnnn1-c1ccccc1)N1CCOCC1 | 38% | 4% | 2% | -2% | -4%
6 | COCCN(C(=O)Cc1cccs1)C(C(=O)NCc1ccc(OC)cc1)c1ccc(C(C)C)cc1 (stereo not given) | ? | ? | -8% | -11% | ?
7 | Cc1ccc(S(=O)(=O)N2CCCCC2)cc1NC(=O)C1CC(=O)N(Cc2ccccc2)C1 (stereo not given) | -31% | 0% | 3% | -5% | 7%
8 | O=C(N/C(=C\c1ccc(O)cc1)C(=O)N1CCCCC1)c1ccccc1 | 16% | ? | 0% | 0% | 3%
9 | COc1ccc(N2CCN(C(=O)CCS(=O)(=O)c3ccc4c(c3)NC(=O)C(C)S4)CC2)cc1 (stereo not given) | -26% | 1% | -2% | -1% | 0%
10 | O=C1C2C3CCCC3=C3CCCC3C2C(=O)N1c1ccc(Cl)cc1 (stereo not given) | 2% | -2% | 10% | 0% | 9%

cpd | ATXN viability | SW480 rereplic | KB-3-1 cytotox | IL-1B inflam inh
1 | i | 0% | -4% | 4
2 | i | -4% | ? | 9
3 | i | -18% | 1% | 4
4 | ? | 0% | -11% | -97*
5 | i | -5% | -4% | -2
6 | nt | -1% | -8% | 1
7 | i | 5% | -4% | -4
8 | i | 5% | 2% | -3
9 | i | -13% | -3% | 6
10 | i | -5% | 5% | 35

5 records drawn at random from those above, as already listed:
cpd | SMILES | ATXN2 expr inh | MCF10A rerep | HT1080NT lethal | KB-V1 MDR tox | HT1080 IDH1KD tx
7 | Cc1ccc(S(=O)(=O)N2CCCCC2)cc1NC(=O)C1CC(=O)N(Cc2ccccc2)C1 (stereo not given) | -31% | 0% | 3% | -5% | 7%
6 | COCCN(C(=O)Cc1cccs1)C(C(=O)NCc1ccc(OC)cc1)c1ccc(C(C)C)cc1 (stereo not given) | ? | ? | -8% | -11% | ?
8 | O=C(N/C(=C\c1ccc(O)cc1)C(=O)N1CCCCC1)c1ccccc1 | 16% | ? | 0% | 0% | 3%
5 | O=C(c1ccccc1Oc1nnnn1-c1ccccc1)N1CCOCC1 | 38% | 4% | 2% | -2% | -4%
9 | COc1ccc(N2CCN(C(=O)CCS(=O)(=O)c3ccc4c(c3)NC(=O)C(C)S4)CC2)cc1 (stereo not given) | -26% | 1% | -2% | -1% | 0%

cpd | ATXN viability | SW480 rereplic | KB-3-1 cytotox | IL-1B inflam inh
7 | i | 5% | -4% | -4
6 | nt | -1% | -8% | 1
8 | i | 5% | 2% | -3
5 | i | -5% | -4% | -2
9 | i | -13% | -3% | 6

New compounds follow
cpd | SMILES | ATXN2 expr inh | MCF10A rerep | HT1080NT lethal | KB-V1 MDR tox | HT1080 IDH1KD tx
11 | CN1C(=O)C2(OCC(COc3ccc(Cl)cc3)O2)c2ccccc21 (stereo not given) | -25% | 2% | -6% | ? | ?
12 | O=C(C1CCCCN1S(=O)(=O)c1ccc(F)cc1)N1CCN(c2ccccc2F)CC1 (stereo not given) | -12% | 0% | 8% | ? | 1%
13 | O=C(OCc1ccc(Br)cc1)c1cccnc1Cl | 3% | -2% | 6% | 17% | 14%
14 | C[C@H](CO)N1C[C@H](C)[C@@H](CN(C)S(=O)(=O)c2cccs2)Oc2ccc(NC(=O)Nc3ccccc3)cc2C1=O | 7% | ? | 3% | 0% | 2%
15 | c1ccc(N2CCN(Cc3cnc(N4CCOCC4)s3)CC2)cc1 | -8% | ? | -12% | 13µM* | -12%
16 | O=C(Nc1ccc2c(c1)OCCO2)C(CCc1ccccc1)N1CCN(c2ccc(F)cc2)CC1 (stereo not given) | 7% | nt | -1% | 0% | -3%
17 | O=C(Cn1nnc2ccccc21)N/N=C/c1ccco1 | 0% | -4% | 6% | 2% | 4%
18 | Cc1ccc(NC(=O)c2cncc(Br)c2)c([N+](=O)[O-])c1 | 28% | 3% | -1% | ? | 5%
19 | COc1ccc(CNC(=O)C2CCC(CNS(=O)(=O)c3ccc(C)cc3)CC2)cc1 (stereo not given) | nt | -2% | -1% | 0% | -4%
20 | C/C(=N/NC(=O)c1ccccn1)c1c[nH]c2ccccc12 | nt | 0% | 0% | 4% | 7%

cpd | ATXN viability | SW480 rereplic | KB-3-1 cytotox | IL-1B inflam inh
11 | i | -3% | -8% | 0
12 | i | 6% | 4% | 17
13 | i | -9% | -7% | 6
14 | i | -10% | 0% | -13
15 | i | 3% | -6% | 13
16 | ? | nt | 0% | -19
17 | i | -5% | 14% | 24
18 | i | -5% | 9% | 0
19 | i | -9% | 0% | -2
20 | i | -4% | 3% | 2

(list continues)
cpd | SMILES | ATXN2 expr inh | MCF10A rerep | HT1080NT lethal | KB-V1 MDR tox | HT1080 IDH1KD tx
21 | COc1ccc(-c2cc(C(F)(F)F)c(C#N)c(=O)[nH]2)cc1 | 1% | 18µM* | -12% | 29% | -10%
22 | CCOc1ccc(CNC(=S)N/N=C\c2ccc([N+](=O)[O-])cc2)cc1 | 8% | -4% | -1% | -39% | -3%
23 | Clc1cccc(-c2ccc3nccn3c2)c1Cl | 2% | nt | -14% | -2% | -5%
24 | O=C(COc1cc(F)ccc1[N+](=O)[O-])NCCN1C(=O)CSC1=O | -3% | 1% | -9% | nt | 12%
25 | COc1ccc(S(=O)(=O)NCCc2nnc3ccc(SCC(=O)Nc4cc(C)on4)nn23)cc1 | nt | 2% | 17% | 5% | 14%
26 | COc1cccc(C2CC(c3cccs3)=NN2C(=O)CCC(=O)O)c1OC (stereo not given) | 34% | -3% | 14% | 8% | 25%
27 | O=C(Nc1ccc(C(=O)N2CCCC2)cc1)C1CCCC1 | 12% | ? | -6% | 0% | -5%
28 | C/C(CC(=O)Nc1cccc(F)c1)=N\NC(=O)C(=O)NC1CCCCC1 | nt | -6% | 0% | ? | 1%
29 | COc1cnn(C(C)(C)C)c(=O)c1Cl | 3% | -2% | 1% | 4% | 8%
30 | CCOCCCN(Cc1ccco1)C(=O)c1cc2c(=O)[nH]c3ccc(C)cc3c2s1 | ? | ? | -20% | ? | -23%

cpd | ATXN viability | SW480 rereplic | KB-3-1 cytotox | IL-1B inflam inh
21 | i | 18% | 0% | 66
22 | i | -7% | 4% | -2
23 | ? | nt | 0% | 17
24 | i | -6% | nt | ?
25 | i | ? | 2% | 0
26 | ? | -5% | -3% | 25
27 | i | -108%[inhibitor] | 0% | 11
28 | i | -2% | 1% | -11
29 | i | -16% | 1% | 16
30 | ? | 17% | ? | -6

The listing continues.
cpd | SMILES | ATXN2 expr inh | MCF10A rerep | HT1080NT lethal | KB-V1 MDR tox | HT1080 IDH1KD tx
31 | COc1ccccc1NC(=O)c1ccc(N)cc1 | 30% | 15% | 3% | 2% | -2%
32 | Cc1c(N=Cc2cccnc2)c(=O)n(-c2ccccc2)n1C | 6% | 2% | 15% | 0% | 15%
33 | COc1ccccc1[C@H]1C(c2ccc(F)cc2)=NN(c2ccccc2)[C@@H]1CO | -29% | ? | -19% | 0% | ?
34 | O=S1(=O)CC/C(=N\O)c2ccccc21 | 4% | 0% | -4% | -11% | -3%
35 | O=C(O)C1CC=CCC1C(=O)Nc1ccc(S(=O)(=O)N2CCCc3ccccc32)cc1 (stereo not given) | 58%[activator] | ? | ? | -11% | 5.6µM*
36 | Fc1ccc(Nc2nc(N/N=C/c3ccco3)nc(N3CCCCC3)n2)cc1 | nt | 17% | -3% | 4% | -12%
37 | CCc1ccc(C(=O)Nn2c(C)nc3ccccc3c2=O)cc1 | nt | -2% | -2% | -1% | -1%
38 | CCOC(=O)c1cc2sccc2n1CC(=O)Nc1ccc(OC)cc1 | -16% | 1% | -12% | 8% | -13%
39 | COc1cc(OC)c(C2NC(=O)CCC2[N+](=O)[O-])cc1OC (stereo not given) | nt | 17% | 12% | 19% | -2%
40 | O=C(O)c1cc(=O)[nH]c2c(Cl)cccc12 | nt | 4% | 4% | 9% | 0%
41 | COc1ccc(CN2C(=O)c3oc4ccc(F)cc4c(=O)c3C2c2ccc(O)cc2)cc1 (stereo not given) | -3% | nt | nt | 2% | nt
42 | CCN(CC)c1ccc(/C=N/NC(=O)CN2CCCc3ccccc32)cc1 | nt | -5% | -1% | 19% | -4%

cpd | ATXN viability | SW480 rereplic | KB-3-1 cytotox | IL-1B inflam inh
31 | i | 0% | 6% | -6
32 | i | -7% | 6% | 20
33 | nt | 3.7µM* | 0% | -13
34 | i | -5% | 1% | 12
35 | i | 8% | ? | 4
36 | ? | 20% | ? | -7
37 | i | -22% | 4% | 10
38 | i | -1% | -13% | 2
39 | i | -11% | 11% | 2
40 | i | -4% | -5% | 39
41 | i | nt | 10% | nt
42 | ? | 2% | 2% | -12
